Source: PubChem BioAssay
SW480 rereplic: A quantitative high throughput screen for small molecules that induce DNA re-replication in SW480 colon adenocarcinoma cells; Potency, µM (top dose mostly 46.1 µM), for inactives: at the highest dose re-replication activation, usual class: activators; SW480 DNA re-replication, Hoechst DNA content imaging, 48 h; 340,000 compounds, 1.8% hits; also: potency is read from the fitted curve at half-maximal effect; % of control where 0% means no effect; nearly all actives have a fitted effect of over 55% in size
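Cells (250 per well) received 23 nL compound or DMSO by pin tool and were kept 48 hr at 37 C, 5% CO2. Nuclei were then stained with Hoechst for 40 min and scanned for DNA content.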
WRN helicase inh: qHTS for Inhibitors of WRN Helicase. Bifunctional 3'-5' exonuclease/ATP-dependent helicase WRN (Homo sapiens), Q14191. 360,000 compounds, 0.46% hits. WRN helicase unwinding, fluorescent forked duplex, kinetic. Potency, µM (highest dose often 114 µM), for the others: at the top dose activity change, negative = inhibition, hits mostly inhibitors. AID 651768, 2012; also: potency is read from the fitted curve at half-maximal effect; % is scaled to controls: 0 for no effect and ±100 for the full control effect; nearly all actives have a fitted effect of over 55% in size
Target sequence (Q14191 whole entry, looked up): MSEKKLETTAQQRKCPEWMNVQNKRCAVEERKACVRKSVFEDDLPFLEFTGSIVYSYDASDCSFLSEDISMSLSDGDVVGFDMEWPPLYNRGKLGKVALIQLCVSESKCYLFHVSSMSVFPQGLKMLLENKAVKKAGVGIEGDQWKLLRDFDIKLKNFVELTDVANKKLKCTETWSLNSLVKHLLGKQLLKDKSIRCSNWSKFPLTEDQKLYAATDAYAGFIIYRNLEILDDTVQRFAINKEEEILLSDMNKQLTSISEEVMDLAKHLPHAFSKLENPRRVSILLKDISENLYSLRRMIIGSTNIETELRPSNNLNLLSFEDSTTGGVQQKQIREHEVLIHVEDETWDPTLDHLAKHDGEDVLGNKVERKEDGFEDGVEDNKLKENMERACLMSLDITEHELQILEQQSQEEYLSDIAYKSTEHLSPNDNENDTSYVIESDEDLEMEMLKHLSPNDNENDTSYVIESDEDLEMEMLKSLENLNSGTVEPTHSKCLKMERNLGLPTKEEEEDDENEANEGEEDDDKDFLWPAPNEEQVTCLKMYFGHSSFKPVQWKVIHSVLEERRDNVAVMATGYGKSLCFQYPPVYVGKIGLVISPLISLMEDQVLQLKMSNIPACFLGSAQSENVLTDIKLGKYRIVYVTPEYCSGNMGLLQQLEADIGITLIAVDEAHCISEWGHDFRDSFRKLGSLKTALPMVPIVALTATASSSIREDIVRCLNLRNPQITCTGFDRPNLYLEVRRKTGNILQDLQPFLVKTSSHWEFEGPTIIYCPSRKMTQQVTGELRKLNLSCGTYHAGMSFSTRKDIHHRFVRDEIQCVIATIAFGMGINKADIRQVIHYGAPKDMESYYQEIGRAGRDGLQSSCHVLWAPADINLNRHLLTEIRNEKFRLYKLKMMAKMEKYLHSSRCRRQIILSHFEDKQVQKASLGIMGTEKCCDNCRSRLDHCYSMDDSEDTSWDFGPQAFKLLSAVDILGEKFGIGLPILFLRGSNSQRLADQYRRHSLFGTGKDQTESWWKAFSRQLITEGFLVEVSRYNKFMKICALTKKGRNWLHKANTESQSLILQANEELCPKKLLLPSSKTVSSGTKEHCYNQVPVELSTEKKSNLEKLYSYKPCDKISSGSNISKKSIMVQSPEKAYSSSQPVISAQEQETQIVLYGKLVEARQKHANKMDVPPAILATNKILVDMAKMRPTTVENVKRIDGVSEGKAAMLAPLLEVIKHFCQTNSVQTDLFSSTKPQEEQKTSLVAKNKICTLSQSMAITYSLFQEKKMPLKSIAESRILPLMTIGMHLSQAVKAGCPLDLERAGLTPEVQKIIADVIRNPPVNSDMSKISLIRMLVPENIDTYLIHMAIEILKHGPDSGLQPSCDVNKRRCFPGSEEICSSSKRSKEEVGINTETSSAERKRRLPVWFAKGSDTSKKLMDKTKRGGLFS
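Kinetic fluorescence helicase assay: unwinding of a quenched forked DNA duplex (100 nM final) with 2 mM ATP final raises red fluorescence (525/598 nm). Compounds sat 15 min at room temperature with 20 nM WRN beforehand.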
HT1080 IDH1KD tx: qHTS for induction of synthetic lethality in tumor cells producing 2HG: qHTS for the HT-1080-IDH1KD cell line; HT-1080 IDH1 knockdown viability, ATP luminescence, 48 h; 360,000 compounds, 2% hits; AID 686971, 2013; Potency, µM (top dose mostly 46.1 µM), inactives show top-dose activity, negative = toxicity, usual class: cytotoxic;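 also: potency is read from the fitted curve at half-maximal effect; 0% = DMSO wells and -100% = cell-free medium wells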
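Knockdown cells (IDH1KD HT-1080) received compounds 2 h after plating at 750 cells/well and were kept 48 h at 37 °C in 5% FBS RPMI. A CellTiter-Glo luminescence read gave % activity for curve fitting.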
KB-V1 cytotox: qHTS assay for MDR1-selective chemotherapeutics: Primary screen using the drug-selected MDR subline cells KB-V1; KB-V1 MDR cells viability, CellTiter-Glo, 72 h; Potency, µM (doses to about 46.1 µM), for inactives: at the top dose activity change, negative = cytotoxicity, most hits filed as cytotoxic; 400,000 compounds, 3.4% hits; also: potency is read from the fitted curve at half-maximal effect; % is scaled to controls: 0 for no effect and ±100 for the full control effect; nearly all actives have a fitted effect of over 60% in size
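Readout: CellTiter-Glo luminescence, 10 min after addition. Cells: KB-V1 MDR subline, 72 h at 37 degrees C with compound. Analysis: corrected, normalized data fitted to concentration-effect curves.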
IL-1B inflam inh: qHTS for Inhibitors of Inflammasome Signaling: IL-1-beta AlphaLISA Primary Screen | THP-1 LPS/ATP IL-1B secretion, AlphaLISA, 16 h; active compounds read low | activity change, % at 57.5 µM | 360,000 compounds, 4.7% hits; in the data active = activity change below about -50%; inconclusive = mostly about -30% to -49%; also: % is scaled to controls: 0 for no effect and ±100 for the full control effect
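Secreted IL-1B measured by AlphaLISA bead assay after 16 h compound exposure of THP-1 cells; compounds (final up to 57.5 uM) added 1 h before LPS (250 ng/mL) and ATP (1.25 mM) stimulation; lower signal means less secretion.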
HT1080NT lethal: qHTS for induction of synthetic lethality in tumor cells producing 2HG: qHTS for the HT-1080-NT fibrosarcoma cell line. HT-1080-NT fibrosarcoma viability, CellTiter-Glo ATP luminescence, 48 h. Potency, µM (doses to about 46.1 µM), inactives show top-dose activity, negative = less viability, most hits filed as cytotoxic. 360,000 compounds, 1.6% hits. AID 686970, 2013;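 also: NT is the 2HG producing partner of a matched IDH1 knockdown line; potency is read from the fitted curve at half-maximal effect; 0% = DMSO-treated cells and -100% = media-only wells without cells; nearly all actives have a fitted effect of over 55% in size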
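HT-1080-NT; 750 cells/well; 5% FBS RPMI; 48 h compound, 37 degrees C; CellTiter-Glo luminescence; curve fitting and curve-class assignment.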
MCF10A rereplic: A quantitative high throughput screen for small molecules that induce DNA re-replication in MCF 10a normal breast cells | MCF 10A DNA re-replication, Hoechst nuclear intensity, 48 h | Potency, µM (doses to about 46.1 µM), for inactives: at the highest dose activity, positive = re-replication, most hits filed as activators | 350,000 compounds, 2.9% hits; also: potency is read from the fitted curve at half-maximal effect; % of control where 0% means no effect; nearly all actives have a fitted effect of over 50% in size
KB-3-1 tox: qHTS assay for MDR1-selective chemotherapeutics: Primary screen using the parental adenocarcinoma cell KB-3-1. KB-3-1 viability, CellTiter-Glo ATP luminescence, 72 h. Potency, µM (doses to about 46.1 µM), inactives show at the top dose activity change, negative = cytotoxic, actives largely listed as cytotoxic. 400,000 compounds, 1.4% hits. AID 1347075, 2019; also: potency is read from the fitted curve at half-maximal effect; % is scaled to controls: 0 for no effect and ±100 for the full control effect; nearly all actives have a fitted effect of over 60% in size
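Cells are dispensed, compounds pinned in, plates held at 37 °C for 72 h, then CellTiter-Glo is added and luminescence read after 10 minutes. Cell line: parental KB-3-1 in phenol-red-free DMEM, 10% FBS.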
ATXN2 expr inh: Primary qHTS for Inhibitors of ATXN expression | HEK-293 ATXN2-luciferase reporter, luminescence, 24 h | Potency, µM (doses to about 57 µM), for inactives: at the highest dose activity change, negative = inhibition, most hits filed as inhibitors | 360,000 compounds, 0.72% hits | AID 1745845, 2022; also: potency is read from the fitted curve at half-maximal effect; % is scaled to controls: 0 for no effect and ±100 for the full control effect; nearly all actives have a fitted effect of over 55% in size
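ATXN2-luciferase reporter cells (luciferase flanked by upstream and downstream ATXN2 gene portions) were treated 24 h at 37 °C with compounds at up to 57 uM. SteadyGlo luminescence gave expression; GF-AFC fluorescence gave viability.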
Active calls of the source: *; [ ] = another dose, or the depositor's remark. Unless noted, calls follow the shape of the dose curve; as a rule, active = well fitted curve in the direction sought with a large enough effect; inconclusive = small, poorly fitted or top-dose-only effect, or another doubt; inactive = no such curve, though single readings can be large; an effect the other way counts as inactive or inconclusive.

How did Cc1ccc(OCC(=O)Nc2ccc(F)cc2)cc1C do in these assays?
SW480 rereplic: 13%; WRN helicase inh: -10%; HT1080 IDH1KD tx: 19%; KB-V1 cytotox: -9%; IL-1B inflam inh: -23; HT1080NT lethal: 1%; MCF10A rereplic: 2%; KB-3-1 tox: -3%; ATXN2 expr inh: 42%[activator]

What do the screens show for `Cc1ccc(OC(C)C(=O)N/N=C/c2ccccn2)cc1` (centres undefined)?
SW480 rereplic: -14%; WRN helicase inh: -3%; HT1080 IDH1KD tx: inconclusive; KB-V1 cytotox: 10%; IL-1B inflam inh: 0; HT1080NT lethal: -24%; MCF10A rereplic: 25%; KB-3-1 tox: 8%; ATXN2 expr inh: -22%

What do the screens show for `Cc1ccc(NC(=O)COC(=O)/C(=C/c2cccs2)c2cccs2)cc1S(=O)(=O)N(C)C`?
SW480 rereplic: 0%; WRN helicase inh: -27%; HT1080 IDH1KD tx: -8%; KB-V1 cytotox: 8%; IL-1B inflam inh: -4; HT1080NT lethal: -8%; MCF10A rereplic: inconclusive; KB-3-1 tox: -22%; ATXN2 expr inh: -3%

How did Cc1ccc(S(=O)(=O)N2CCCCC2)cc1NC(=O)Nc1ccc(Cl)cc1Cl do in these assays?
SW480 rereplic: -4%; WRN helicase inh: 5%; HT1080 IDH1KD tx: 7%; KB-V1 cytotox: 19%; IL-1B inflam inh: -8; HT1080NT lethal: 7%; MCF10A rereplic: -1%; KB-3-1 tox: 1%

Results for Cc1onc(-c2ccccc2Cl)c1-c1nc(-c2ccccn2)no1 ?
SW480 rereplic: 5%; WRN helicase inh: -35%; HT1080 IDH1KD tx: -12%; KB-V1 cytotox: -2%; IL-1B inflam inh: -17; HT1080NT lethal: -2%; MCF10A rereplic: inconclusive; KB-3-1 tox: 0%; ATXN2 expr inh: 5%

Results for O=[N+]([O-])c1cc(S(=O)(=O)N2CCCCC2)ccc1NCCN1CCOCC1 ?
SW480 rereplic: 2%; WRN helicase inh: -1%; HT1080 IDH1KD tx: 12%; KB-V1 cytotox: -6%; IL-1B inflam inh: -1; HT1080NT lethal: 2%; MCF10A rereplic: -1%; KB-3-1 tox: -1%; ATXN2 expr inh: -14%

Results for O=C(Nc1cccnc1Cl)c1ccc(Cl)cc1 ?
SW480 rereplic: 0%; WRN helicase inh: 5%; HT1080 IDH1KD tx: 18%; KB-V1 cytotox: -17%; IL-1B inflam inh: -10; HT1080NT lethal: 20%; MCF10A rereplic: 2%; KB-3-1 tox: 6%; ATXN2 expr inh: 29%

How did COc1ccc(-c2nnc3ccc(SCC(=O)N4CCCC4)nn23)cc1 do in these assays?
SW480 rereplic: -16%; WRN helicase inh: 4%; HT1080 IDH1KD tx: 3%; KB-V1 cytotox: -15%; IL-1B inflam inh: -19; HT1080NT lethal: 11%; MCF10A rereplic: 2%; KB-3-1 tox: -2%; ATXN2 expr inh: -3%

What do the screens show for `C=CCn1c(/N=C/c2ccc(OC)cc2)nc2ccccc21`?
SW480 rereplic: -1%; WRN helicase inh: -4%[57.1 µM]; HT1080 IDH1KD tx: 11%; KB-V1 cytotox: 0%; IL-1B inflam inh: 4; HT1080NT lethal: 3%; MCF10A rereplic: 0%; KB-3-1 tox: 7%; ATXN2 expr inh: 6%

How did CCN(CC(=O)Nc1ccc(NC(C)=O)cc1)C(=O)CCCSc1nc2ccccc2[nH]1 do in these assays?
SW480 rereplic: -348%[inhibitor]; WRN helicase inh: -9%; HT1080 IDH1KD tx: -2%; KB-V1 cytotox: -4%; IL-1B inflam inh: 49; HT1080NT lethal: -5%; MCF10A rereplic: -1%; KB-3-1 tox: 1%; ATXN2 expr inh: -11%

What do the screens show for `FC(F)(F)c1cnc(-c2cnc3c(-c4ccc(Cl)cc4)cnn3c2)c(Cl)c1`?
SW480 rereplic: -7%; WRN helicase inh: -3%; HT1080 IDH1KD tx: 8%; KB-V1 cytotox: 2%; IL-1B inflam inh: 16; HT1080NT lethal: 11%; MCF10A rereplic: -4%; KB-3-1 tox: 0%; ATXN2 expr inh: -7%

Results for COC(=O)[C@@]12C[C@@H](CC(=O)N3CCOCC3)C(=O)N(Cc3cccc4ccccc34)C1=CCC(C)(C)C2 ?
WRN helicase inh: -3%; HT1080 IDH1KD tx: -4%; KB-V1 cytotox: inconclusive; IL-1B inflam inh: -26; HT1080NT lethal: -12%; KB-3-1 tox: -15%

What do the screens show for `COc1ccc(CC(=O)NCCS(=O)(=O)N2CCN(c3ccccc3)CC2)cc1`?
SW480 rereplic: -13%; WRN helicase inh: 0%; HT1080 IDH1KD tx: 5%; KB-V1 cytotox: -4%; IL-1B inflam inh: 7; HT1080NT lethal: 9%; MCF10A rereplic: -7%; KB-3-1 tox: 3%; ATXN2 expr inh: 2%

How did COc1cccc(C(=O)Nc2nc(SCc3ccc(Cl)cc3)n[nH]2)c1 do in these assays?
SW480 rereplic: -118%[inhibitor]; WRN helicase inh: -4%; HT1080 IDH1KD tx: -18%; KB-V1 cytotox: 22%; IL-1B inflam inh: 0; HT1080NT lethal: -9%; MCF10A rereplic: inconclusive; KB-3-1 tox: 2%; ATXN2 expr inh: 20%

How did O=C(c1ccc(N2C(=O)C3CC=C(Cl)CC3C2=O)cc1)N1CCCCC1 (centres undefined) do in these assays?
SW480 rereplic: -3%; WRN helicase inh: 1%; HT1080 IDH1KD tx: -1%; KB-V1 cytotox: 17%; IL-1B inflam inh: 13; HT1080NT lethal: 3%; MCF10A rereplic: -3%; KB-3-1 tox: -2%; ATXN2 expr inh: -4%

What do the screens show for `CCOc1ccc2oc(C(=O)NCC3CCCO3)c(C)c2c1` (centres undefined)?
SW480 rereplic: 2%; WRN helicase inh: -2%; HT1080 IDH1KD tx: 11%; KB-V1 cytotox: 23%; IL-1B inflam inh: 10; HT1080NT lethal: 4%; MCF10A rereplic: -4%; KB-3-1 tox: 26%; ATXN2 expr inh: 17%

How did CC1=NNC(=O)C1C(c1ccc(F)cc1)C(C#N)C#N (centres undefined) do in these assays?
SW480 rereplic: -5%; WRN helicase inh: -14%; HT1080 IDH1KD tx: 3%; KB-V1 cytotox: 0%; IL-1B inflam inh: inconclusive; HT1080NT lethal: -2%; MCF10A rereplic: -4%; KB-3-1 tox: -6%; ATXN2 expr inh: -16%

What do the screens show for `CN(Cc1cc(=O)n2ccsc2n1)c1ccccc1`?
SW480 rereplic: inconclusive; WRN helicase inh: 3%; HT1080 IDH1KD tx: 5%; KB-V1 cytotox: 0%; IL-1B inflam inh: 15; HT1080NT lethal: 10%; MCF10A rereplic: 4%; KB-3-1 tox: 5%

What do the screens show for `COc1ccc(-n2c(=O)c3ccccc3n(CC(=O)NCc3ccco3)c2=O)cc1`?
SW480 rereplic: -4%; WRN helicase inh: -14%; HT1080 IDH1KD tx: -4%; KB-V1 cytotox: 0%; IL-1B inflam inh: 5; HT1080NT lethal: -5%; MCF10A rereplic: 6%; KB-3-1 tox: -7%; ATXN2 expr inh: -3%

How did Cc1ccc(CN(C(=O)N2CCN(C)CC2)S(=O)(=O)c2ccc(C)cc2)cc1 do in these assays?
SW480 rereplic: inconclusive; WRN helicase inh: -8%; HT1080 IDH1KD tx: 7%; KB-V1 cytotox: inconclusive; IL-1B inflam inh: 4; HT1080NT lethal: 4%; MCF10A rereplic: 2%; KB-3-1 tox: 3%; ATXN2 expr inh: 2%

What do the screens show for `O=C(NCc1ccccc1)c1ccc(=O)[nH]n1`?
SW480 rereplic: 2%; WRN helicase inh: -1%; HT1080 IDH1KD tx: 11%; KB-V1 cytotox: 2%; IL-1B inflam inh: 20; HT1080NT lethal: 13%; MCF10A rereplic: -3%; KB-3-1 tox: 6%; ATXN2 expr inh: -1%

What do the screens show for `COc1ccc2c(CC(=O)OCC(=O)Nc3cccc(C)c3)coc2c1`?
SW480 rereplic: 1%; WRN helicase inh: inconclusive; HT1080 IDH1KD tx: 6%; KB-V1 cytotox: 29%; IL-1B inflam inh: 3; HT1080NT lethal: 11%; MCF10A rereplic: 4%; KB-3-1 tox: 4%; ATXN2 expr inh: 2%

Results for Cc1ccc([C@H]2C(C(=O)O)=CC[C@@H](c3cccs3)N2S(=O)(=O)c2ccc(C)cc2)cc1 ?
SW480 rereplic: 3%; WRN helicase inh: -2%; HT1080 IDH1KD tx: 0%; KB-V1 cytotox: 0%; IL-1B inflam inh: 37; HT1080NT lethal: -7%; MCF10A rereplic: inconclusive; KB-3-1 tox: 0%; ATXN2 expr inh: -15%

How did O=C(c1ccc(Cl)c(S(=O)(=O)N2CCOCC2)c1)N1CCCCCC1 do in these assays?
SW480 rereplic: -3%; WRN helicase inh: 5%; HT1080 IDH1KD tx: 4%; KB-V1 cytotox: inconclusive; IL-1B inflam inh: 27; HT1080NT lethal: 1%; MCF10A rereplic: inconclusive; KB-3-1 tox: -2%; ATXN2 expr inh: 2%
